Screening data deposited in PubChem BioAssay by several laboratories.
MITF TRPM1 HTS: activators of MITF-driven TRPM1 promoter activity in SK-MEL-5 cells; SK-MEL-5 TRPM1-promoter luciferase, 24 h; % of positive control, neutral wells = 0; activation, % at 12.5 µM; hit rate 0.75% among 300,000;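 active means mean activation of at least 80% with every replicate also reaching 80%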;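 further: 0% = neutral control wells and 100% = parthenolide positive control wells; values of inactives mirror those of a sister screen read the other way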
cardiac RTF act: increases calcium sensitivity of human cardiac regulated thin filaments | P19429+P45379 | IANBD-labeled TnC RTF fluorescence at EC20 calcium; 0% EC20 calcium, 100% full calcium | activation, % at 7.2 µM | hit rate 0.24% among 340,000;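 active means activation above the mean over all tested compounds plus 3 SD, cut at about 30% in these data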;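 further: rise in fluorescence read as greater calcium sensitivity of cardiac thin filaments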
CAL PDZ FP-1: blocks peptide binding to the human CAL PDZ domain; Q9HD26; purified CAL PDZ, TMR-peptide fluorescence polarization, 1 h; inhibition, % at 24.9 µM; hit rate 0.92% among 300,000; AID 602252;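 active means mean inhibition of at least 30% with at least half of replicates also reaching 30%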;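 further: 0% = DMSO neutral control and 100% = excess unlabeled competitor peptide PRC23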
V-ATPase pHluor: regulators of yeast V-ATPase proton transport; hit rate 0.37% among 350,000; S. cerevisiae, pHLuorin cytosolic pH fluorescence; response, % at 10 µM; in the data active means response mostly above about 7.3%, no sharp cut-off; inactive means mostly below about 5.4%; further: actives read high; inactives centre near 0; some compounds called inactive have numbers as strong as hits
dFosB activator: mouse delta FosB homodimer activation | purified delta FosB, TAMRA-CDK5 oligo fluorescence polarization; percent of positive-control signal above neutral wells | activation, % at 25 µM | hit rate 0.99% among 340,000;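 active means mean activation above about 17%, with every replicate also reaching it, limit read from the data, passing the limit was not always enough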;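 further: fluorescence polarization rise as delta FosB binds a TAMRA Cdk5 AP-1 oligo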
Tat transport: blocks Tat-dependent protein export in E. coli; E. coli MC4100 TorA-mCherry Tat export, fluorescence; inhibition, % at 10 µM; hit rate 0.036% among 340,000; AID 488895;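 active means mean replicate inhibition at least 50% and at least half of replicates individually reaching 50%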;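 further: exported cargo escapes ClpAP degradation while cytoplasmic cargo is degraded and loses fluorescence; 0% = median of neutral control wells and 100% = median of NaSCN control wells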
CAL PDZ FP-2: inhibitors of human CAL PDZ peptide binding | hit rate 0.02% among 330,000 | Q9HD26 | AID 504414 | purified CAL PDZ, TMR-peptide fluorescence polarization, 1 h | inhibition, % at 20 µM;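 active means highest replicate inhibition of at least 40%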;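 further: plate controls were DMSO neutral control wells for no effect and unlabeled competitor peptide control wells for full effect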
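Material: tagged CAL PDZ protein CerCALP, purified; buffer or medium: sodium phosphate/NaCl buffer pH 7.4 with TCEP, IgG, Thesit; also added: fluorescent TMR peptide probe; schedule: 1 h incubation at room temperature before polarization reading; technique: fluorescence polarization from S- and P-plane intensities, G-factor corrected; control set: unlabelled peptide and DMSO controls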
CDK5 inh: inhibitors of human CDK5/p35 kinase; inhibition, % at 10 µM; hit rate 0.01% among 330,000; AID 488839; Recombinant CDK5/p35, ADP-Glo luminescence, 60 min;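 active means highest replicate inhibition of at least 50% and at least 75% of replicates reaching 50%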;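 further: plate controls were DMSO neutral control for no effect and GW8510 at 10 µM for full effect; many of its hits are not listed in these tables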
Target sequence (Q00535 whole entry, looked up): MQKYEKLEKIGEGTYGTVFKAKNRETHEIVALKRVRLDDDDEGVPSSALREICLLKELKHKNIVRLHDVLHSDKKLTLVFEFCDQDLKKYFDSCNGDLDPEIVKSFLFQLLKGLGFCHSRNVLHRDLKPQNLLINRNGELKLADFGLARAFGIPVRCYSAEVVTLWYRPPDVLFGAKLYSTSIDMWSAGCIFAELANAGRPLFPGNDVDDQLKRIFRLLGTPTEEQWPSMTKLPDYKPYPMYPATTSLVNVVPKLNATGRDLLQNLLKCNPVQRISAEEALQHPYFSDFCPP
Target sequence (Q15078 whole entry, looked up): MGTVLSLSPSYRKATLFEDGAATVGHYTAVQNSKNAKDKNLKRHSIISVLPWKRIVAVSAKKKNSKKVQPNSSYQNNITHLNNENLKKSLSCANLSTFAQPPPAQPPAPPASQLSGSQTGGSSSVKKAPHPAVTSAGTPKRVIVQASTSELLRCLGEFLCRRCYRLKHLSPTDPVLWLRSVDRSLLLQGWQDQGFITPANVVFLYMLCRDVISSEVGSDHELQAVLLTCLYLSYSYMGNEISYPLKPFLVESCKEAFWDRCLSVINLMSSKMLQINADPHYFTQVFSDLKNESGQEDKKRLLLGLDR
Rtt109 Vps75: C. albicans Rtt109 histone acetyltransferase inhibition; Q5AAJ8; hit rate 0.16% among 330,000; purified Rtt109/Vps75, ThioGlo CoA-SH fluorescence, 4 h; inhibition, % at 34.9 µM; AID 540336;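 active means inhibition of at least 50% in every replicate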
Target sequence (Q5AAJ8 whole entry, looked up): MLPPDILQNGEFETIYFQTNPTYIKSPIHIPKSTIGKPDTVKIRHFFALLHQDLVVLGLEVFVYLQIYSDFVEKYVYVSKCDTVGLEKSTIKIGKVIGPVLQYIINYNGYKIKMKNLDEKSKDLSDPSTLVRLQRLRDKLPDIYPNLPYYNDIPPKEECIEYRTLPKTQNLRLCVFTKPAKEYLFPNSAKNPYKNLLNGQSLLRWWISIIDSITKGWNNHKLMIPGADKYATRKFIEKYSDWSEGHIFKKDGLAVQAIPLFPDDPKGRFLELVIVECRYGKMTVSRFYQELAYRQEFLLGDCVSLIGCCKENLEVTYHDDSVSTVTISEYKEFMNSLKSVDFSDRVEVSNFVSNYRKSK
Wnt act: Wnt/beta-catenin pathway activation | Wnt/beta-catenin reporter cell assay, activator, plate reader | activation, % at 9.35 µM | hit rate 1.2% among 300,000; in the data active means activation above about 30%, passing the limit was not always enough;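 further: 0% = neutral control wells and 100% = positive control wells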
Numbers without * were called inactive; nt = no result given.

SMILES	MITF TRPM1 HTS	cardiac RTF act	CAL PDZ FP-1	V-ATPase pHluor	dFosB activator	Tat transport	CAL PDZ FP-2	CDK5 inh	Rtt109 Vps75	Wnt act
CCOC(=O)NCc1ccc(Cl)c(Cl)c1	10	-4	-3	2	3	2	0.4	3.7	0	nt
CCn1c(=O)c2ccccc2n2c(SCC(=O)N3CCCc4ccccc43)nnc12	5	10	-3	2	-4	2	-1.3	-3.5	-3	1
N#CCC(=O)Nc1ccc(C(=O)NCCc2c[nH]c3ccccc23)cc1	-4	-4	-6	5	-8	0	-2.1	0.0	-1	-2
CCCCCc1nc2sc3c(c2c(=O)n1NC(=O)c1ccc([N+](=O)[O-])cc1)CC(C)(C)OC3	4	-6	-2	nt	-6	5	-3.4	-1.8	nt	-2
CCSc1nnc(NC(=O)C(C)(C(F)(F)F)C(F)(F)F)s1	-11	5	-6	-2	3	-5	-0.5	0.6	10	-3
CN1CCN(c2nc3ccccn3c(=O)c2/C=C(\C#N)S(=O)(=O)c2ccc(Cl)cc2)CC1	5	-2	-7	1	-2	-2	-1.4	-0.1	9	-2
Cc1c(C)c2ccc(OCC(=O)NCCN3CCOCC3)c(C)c2oc1=O	11	-1	-2	-1	-6	-2	-0.9	-0.3	-2	1
COc1ccc(C(=O)N2CCC(C(=O)Nc3cccc(C)c3)CC2)cc1OC	-3	-2	-2	1	-15	9	-1.8	1.2	0	-6
Cc1ccc(C23CC4CC(CC(NC(=O)NN)(C4)C2)C3)cc1	0	-3	-10	2	-10	3	-1.4	1.2	0	-1
Cc1cccc(NC(=O)CSCC(=O)OCc2ccccn2)c1	8	-1	1	11	-3	-7	-0.8	1.4	-4	1
O=C(Nc1ncccc1O)c1cccc(S(=O)(=O)N2CCN(c3ccc(F)cc3)CC2)c1	1	0	-1	4	-3	-1	-2.5	1.4	10	-2
COc1cc(OC)c2ccc(=O)oc2c1C(CCN1CCCCC1)c1ccc(N(C)C)cc1 (stereo unspecified)	-2	8	-3	-3	-7	-7	0.3	-2.1	8	2
O=C(/C=C/c1ccc(Cl)cc1Cl)OCC(=O)N1CCCC1	-4	10	-1	2	-12	-2	-3.6	0.6	-13	4
Cc1ccc(S(=O)(=O)NC(Cc2ccc(Cl)cc2)C(=O)O)cc1 (stereo unspecified)	5	0	0	-2	4	1	-0.5	0.1	nt	-2
Cc1nnc(NC(=O)CSc2nnc(C)c(=O)n2N)s1	2	-5	10	2	9	4	-2.0	-0.7	-3	-1
CCS(=O)(=O)n1nc(-c2ccco2)nc1N	0	4	0	-1	-2	-2	-1.5	-1.3	-4	-3
CSc1ccccc1NC(=O)CN(C)CC(=O)c1[nH]c(C)c(C(C)=O)c1C	-9	-3	-3	-1	-1	-9	0.0	-0.8	-5	5
O=C(C1CSC2(c3ccc(F)cc3)CCC(=O)N12)N1CCCCCC1 (stereo unspecified)	1	4	nt	10	0	5	-0.4	-0.3	5	nt
CC1CCCN(S(=O)(=O)c2coc(C(N)=O)c2)C1 (stereo unspecified)	-4	0	nt	2	-2	5	-0.1	0.3	-8	-3
CC(C)Cn1c(SCC(=O)N2CCOCC2)nc2ccccc2c1=O	6	-2	-4	2	-4	3	1.0	-0.7	16	5
CCOC(=O)C1CCN(c2c(NCCCN(C)C3CCCCC3)c(=O)c2=O)CC1	nt	0	-8	-1	5	-4	-1.0	-1.4	0	-1
O=S(=O)(c1cccs1)N1CCN(c2cccc(Cl)c2)CC1	-1	-11	4	-6	-7	5	0.4	-2.3	5	1
C[C@H](NC(=O)c1[nH]cnc1C(=O)Nc1ccon1)c1ccccc1	-4	-1	-1	1	-2	-6	0.1	1.8	-4	9
COc1ccc(C2(C(=O)NCCc3ccccc3)CCCC2)cc1OC	-13	7	-4	1	0	-4	nt	0.7	2	nt
Cc1ccccc1OCc1n[nH]c(=S)n1Cc1ccccc1	10	-1	-6	1	-10	1	-0.5	nt	-13	nt
CCN1CCN(c2nc3c(C)cccn3c(=O)c2C=C(C#N)C#N)CC1	10	5	0	-4	-9	-4	0.7	0.1	10	-2
O=C(Nc1nnc(-c2ccccc2)o1)NC1CCCCC1	-25	0	5	-1	-7	-6	-3.1	2.9	-9	8
CCCn1cnc2sc(C(N)=O)c(C)c2c1=O	nt	0	nt	2	2	13	-1.2	-2.9	3	nt
CCCc1ncc(CN2CCCC(C(=O)Nc3ccc(-c4cccc(OC)c4)cc3)C2)cn1 (stereo unspecified)	-2	2	-1	-5	5	8	-2.6	-0.2	-3	2
CC(=O)Nc1ccc(C)cc1	15	-5	-5	-4	7	7	-1.9	-2.1	-4	-2
COc1ccc2c(c1)CC/C2=N\NC(=O)c1ccccc1	29	3	-7	0	2	-5	-2.1	-0.6	-1	10
O=C1C(Cl)=C(NCCCO)C(=O)c2ccccc21	-82	-1	nt	-6	8	3	-0.2	1.7	9	nt
COc1ccccc1-c1cc(C(=O)NCc2cccs2)no1	6	3	-4	-5	5	9	nt	1.5	3	nt
Cc1ccc(NC(=O)Nc2cccc([N+](=O)[O-])c2)nc1	31	4	8	1	13	1	-0.1	0.0	0	8
COc1cc(C(=S)N2CCOCC2)cc(OC)c1OC(=O)c1ccc(C)cc1	nt	-6	-6	-2	-6	0	-0.7	3.1	0	0
CCCOc1ccc(CNCCCOCC)cc1OC	-4	-5	2	1	-2	0	16	0.3	2	-1
CCCc1[nH][nH]c(=O)c1C(c1ccc(Cl)cc1)C(C#N)C#N (stereo unspecified)	-4	2	2	2	-5	1	-3.0	2.6	8	-2
Cc1ccccc1NC(=O)COc1ccc2oc(=O)cc(C)c2c1	-2	-2	1	2	-6	-2	-1.2	-0.8	4	-3
O=C(Nc1cccc(O)c1)c1cccc(NC(=O)c2cccs2)c1	10	1	-3	5	-17	5	-4.6	-1.0	-1	0
CCOC(=O)c1ccc(Oc2nc(N(C)C)nc(N3CCOCC3)n2)cc1	3	-2	0	3	-10	0	-3.8	0.4	-4	-32
O=S(=O)(c1cccs1)N1CCN(c2ccccn2)CC1	4	-2	nt	2	-5	3	-2.2	1.9	2	-3
COc1ccc(C=CC(O)CCN2CCC3CCC(C3)C2)cc1 (stereo unspecified)	2	-3	-1	3	1	3	-0.4	0.5	-3	-2
Cc1ccc(C(=O)C(OC(=O)CCC(=O)Nc2cccc(C)c2)c2ccccc2)cc1 (stereo unspecified)	6	-1	-3	-15	-9	-6	-0.8	-1.9	5	nt
CCOC(=O)N1CCN(C(=O)CN(C)S(=O)(=O)c2ccc(OC)c(OC)c2)CC1	-13	-1	-2	-3	-5	6	0.5	-3.8	4	nt
CCOC(=O)c1cnc(-c2ccccc2)nc1N	40	2	5	-4	3	2	-0.2	1.7	-1	-1
COc1cccc(S(=O)(=O)NCc2ccc(C(=O)N3CCN(c4ccccc4)CC3)cc2)c1	7	-3	nt	-5	-9	4	0.4	0.8	0	0
O=S(=O)(NCCc1ccccc1F)c1cccc(S(=O)(=O)N2CCOCC2)c1	-14	-5	-1	nt	-9	0	-3.1	-1.8	-3	3
COc1cccc(CC(=O)Nc2nc(-c3cc(OC)ccc3OC)cs2)c1	10	10	2	0	-8	1	-1.6	-3.4	9	1
COc1ccc(NC(=O)CN(C)C(=O)c2cc3c(s2)CCC(C)C3)cc1 (stereo unspecified)	22	-1	-3	2	-12	5	-2.1	-0.4	0	0
S=C(Nc1ccccc1Cl)N(CCCN1CCOCC1)Cc1ccccn1	-6	-2	nt	-2	-4	0	0.2	0.7	5	-1
O=C(O)c1ccc(COc2ccccc2/C=C2/NC(=O)N(c3cccc(Cl)c3)C2=O)cc1	18	-1	-2	-4	28*	-3	-4.1	0.2	-5	6
COc1cccc(CC(=O)OCC(=O)Nc2nnc(-c3ccccc3)o2)c1	0	-8	1	2	0	-12	-2.6	-0.1	-2	-1
Nc1cc(N)nc(SCC(=O)NNC(=O)Cc2ccccc2)n1	-1	-3	3	0	-7	-7	0.1	-1.0	11	0
CNc1c(N)n(Cc2ccccc2)c(=O)[nH]c1=O	nt	7	0	-2	-2	-15	0.0	-0.4	-20	nt
CCOc1ccc(/C=N/NC(=O)Nc2ccccc2)cc1	122*	-1	10	-1	-5	-1	-0.9	-0.3	-2	13
O=C(NC1CCCc2ccccc21)c1ccc(Cl)nc1 (stereo unspecified)	4	-4	2	0	4	3	-0.9	-0.4	14	0
OCCC#Cc1ccc(CN2CCN(Cc3ccccc3)C(CCO)C2)cc1 (stereo unspecified)	3	2	2	0	-14	0	-0.1	-1.0	9	-1
CCC(C)NC(=O)C(=O)NCC1CCCN1CC (stereo unspecified)	6	-2	0	1	-5	-4	-1.4	-0.9	2	-2
C=CCSc1nnc2nc3[nH]c4c(C)cccc4c3nn12	50	3	0	-3	-8	-7	-2.6	1.3	-5	nt
O=S(=O)(Nc1ccc2cn[nH]c2c1)c1ccccc1	-8	4	-2	3	7	0	-1.3	-3.1	0	-2
(more compounds)
SMILES	MITF TRPM1 HTS	cardiac RTF act	CAL PDZ FP-1	V-ATPase pHluor	dFosB activator	Tat transport	CAL PDZ FP-2	CDK5 inh	Rtt109 Vps75	Wnt act
Cc1ccccc1C(=O)Nc1ccnn1C1CCN(C(=O)C2CCOC2)CC1 (stereo unspecified)	11	1	-1	2	5	0	-1.0	1.7	0	-3
COc1cc(OC)cc(C(=O)N/N=C/c2ccc(OC)c(COc3ccc4ccccc4c3)c2)c1	-18	-3	5	-3	-3	5	nt	0.0	-8	-3
O=C1NCCCC1C(=O)N/N=C/c1cc([N+](=O)[O-])ccc1O (stereo unspecified)	-3	-2	9	1	8	4	1.5	0.0	2	-1
COc1ccc(-n2cnc3cc([N+](=O)[O-])ccc32)cc1	13	-1	-2	0	10	0	-1.7	0.2	-5	nt
O=C(CCNS(=O)(=O)c1ccccc1C(F)(F)F)NNC(=O)C1COc2ccccc2O1 (stereo unspecified)	-1	7	-1	3	-13	-2	-1.3	2.3	-9	-2
O=C1CC(N2CCN(Cc3ccc4c(c3)OCO4)CC2)C(=O)N1c1cccc2ccccc12 (stereo unspecified)	1	-1	0	-3	-7	-1	-0.6	1.0	2	0
O=C(NCCSc1ccc(Br)cc1)c1ccc2nc[nH]c2c1	15	-3	-1	3	-14	9	-3.5	-3.6	2	0
Cn1cccc1/C=N\NC(=O)C1COc2ccccc2O1 (stereo unspecified)	4	-4	-1	-6	1	-7	-1.8	0.8	-1	3
CC(OC(=O)CCN=C1NS(=O)(=O)c2ccccc21)C(=O)Nc1ccccc1F (stereo unspecified)	11	3	-10	-1	11	-4	-0.3	-0.1	nt	1

Random excerpt: 2 records from the list, in no set order.
SMILES	MITF TRPM1 HTS	cardiac RTF act	CAL PDZ FP-1	V-ATPase pHluor	dFosB activator	Tat transport	CAL PDZ FP-2	CDK5 inh	Rtt109 Vps75	Wnt act
CCOc1ccc(/C=N/NC(=O)Nc2ccccc2)cc1	122*	-1	10	-1	-5	-1	-0.9	-0.3	-2	13
COc1ccc(NC(=O)CN(C)C(=O)c2cc3c(s2)CCC(C)C3)cc1 (stereo unspecified)	22	-1	-3	2	-12	5	-2.1	-0.4	0	0
